M4 antag – CHRM4 antagonism in calcium assay; CHO-hM4 cells, ACh EC80, Fluo-8 calcium fluorescence; inhibition, % at 3 µM; hit rate 0.73% among 360,000; AID 624125;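 active = inhibition above its plate's cutoff, the mean inhibition of sample wells plus 3 SD, cut at about 27% in these data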;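 note: 0% = acetylcholine EC80 with DMSO and 100% = DMSO without agonist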
Target sequence (P08173 whole entry, looked up): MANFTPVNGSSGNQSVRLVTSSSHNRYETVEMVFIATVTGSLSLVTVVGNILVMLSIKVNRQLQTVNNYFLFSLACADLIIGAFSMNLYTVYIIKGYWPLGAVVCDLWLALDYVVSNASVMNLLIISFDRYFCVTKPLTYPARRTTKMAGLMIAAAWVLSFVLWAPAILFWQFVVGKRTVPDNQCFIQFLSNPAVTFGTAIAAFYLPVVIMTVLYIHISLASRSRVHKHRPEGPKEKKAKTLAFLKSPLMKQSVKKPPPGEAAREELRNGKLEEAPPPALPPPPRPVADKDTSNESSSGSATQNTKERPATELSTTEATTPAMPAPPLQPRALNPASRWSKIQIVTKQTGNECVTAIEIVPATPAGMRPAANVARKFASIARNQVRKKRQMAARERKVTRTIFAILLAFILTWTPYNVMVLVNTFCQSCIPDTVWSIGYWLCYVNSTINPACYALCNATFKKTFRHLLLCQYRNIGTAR
CHRM5 agonist – agonists of human muscarinic M5 receptor (CHRM5); P08912; CHO-K1 hM5 cells, Fluo-8 calcium fluorescence; 0% DMSO wells, 100% maximal acetylcholine response; activation, % at 3 µM; hit rate 0.19% among 360,000; AID 624037;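 active = activation above the run's mean over test compounds plus 3 SD, cut at about 23% in these data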;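 note: signal is peak over basal fluorescence ratio across the kinetic read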
M5 antag – antagonists of human muscarinic M5 receptor (CHRM5); P08912; CHO-hM5 cells, Fluo-8 calcium fluorescence, ACh EC80; inhibition, % at 3 µM; hit rate 0.59% among 360,000;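 active = inhibition above a per-plate cutoff, the mean of that plate's test compounds plus 3 SD, cut at about 27% in these data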;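 note: 0% = acetylcholine EC80 with DMSO and 100% = DMSO without agonist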
CRFBP-R2 agonist – agonists of human CRF-binding protein/CRF-R2 receptor complex; HEK293 CRF-R2/CRF-BP, calcium dye fluorescence (FLIPR); percent of saturating CRF peptide response; activation, % at 13.2 µM; hit rate 0.46% among 350,000; AID 588473;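 active = activation of at least 50%, plus an integration ratio under a set limit after plate pattern correction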;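 note: plate controls were neutral control wells without compound for no effect and CRF at EC100 for full effect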
CHRM4 agonist – CHRM4 agonism in calcium assay; P08173; CHO-K1 hM4/Gqi5, Fluo-8 calcium fluorescence; vehicle 0%, full acetylcholine response 100%; activation, % at 3 µM; hit rate 0.14% among 360,000; AID 624127;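 active = activation above the run mean over all test wells plus 3 SD, cut at about 32% in these data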;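 note: peak over basal fluorescence ratio per well then scaled between controls; 0% = DMSO wells and 100% = acetylcholine at EC100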
CHRM5 PAM – positive allosteric modulators of human muscarinic M5 receptor | P08912 | CHO-K1 hM5, Fluo-8 calcium, ACh EC20 PAM; 0% = ACh EC20, 100% = ACh EC100 | activation, % at 3 µM | hit rate 0.3% among 360,000 | AID 624038;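 active = activation above the run cutoff, the mean activation of all test compounds plus 3 SD, cut at about 18% in these data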
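system = human M5 receptor in CHO-K1 cells | compound = one concentration, 3 µM final (nominal) | schedule = Post-acetylcholine fluorescence recording 140 s | signal = Fluo-8 calcium dye fluorescence, kinetic read | benchmarks = low control EC20 acetylcholine (0%), high control EC100 acetylcholine (100%) | repeats = singlicate, one well per test compound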
CHRM4 PAM – potentiates acetylcholine response at human M4 receptor; P08173; CHO-K1 hM4/Gqi5, Fluo-8 calcium fluorescence, ACh EC20; 0% = ACh EC20, 100% = maximal ACh; activation, % at 3 µM; hit rate 0.4% among 360,000; AID 624126;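 active = activation above its plate's cutoff, the mean activation of sample wells plus 3 SD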; note: some results filed as inactive read as strong as hits
CHRM1 antagonist – blocks human M1 muscarinic receptor. P11229. CHO-K1 hM1, Fluo-8 calcium fluorescence, ACh EC80 antagonist. inhibition, % at 3 µM. hit rate 1.3% among 360,000. AID 588852;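 active = percent inhibition above its own plate's cutoff, namely the mean of that plate's compound wells plus 3 SD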;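 note: peak over basal fluorescence ratio during 140 s after agonist addition; 0% = ACh EC80 plus DMSO and 100% = DMSO alone without agonist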
Target sequence (P11229 whole entry, looked up): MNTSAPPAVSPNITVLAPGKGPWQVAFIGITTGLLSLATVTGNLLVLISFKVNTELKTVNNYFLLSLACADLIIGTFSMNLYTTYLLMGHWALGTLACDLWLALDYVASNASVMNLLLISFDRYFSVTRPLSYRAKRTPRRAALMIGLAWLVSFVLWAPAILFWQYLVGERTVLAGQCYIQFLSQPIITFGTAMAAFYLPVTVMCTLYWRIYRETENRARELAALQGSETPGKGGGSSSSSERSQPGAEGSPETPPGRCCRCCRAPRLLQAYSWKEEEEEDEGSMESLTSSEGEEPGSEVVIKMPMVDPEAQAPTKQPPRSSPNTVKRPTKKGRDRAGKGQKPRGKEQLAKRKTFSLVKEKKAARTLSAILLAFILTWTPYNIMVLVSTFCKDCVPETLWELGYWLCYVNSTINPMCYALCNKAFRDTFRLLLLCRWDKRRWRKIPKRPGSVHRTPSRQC
CHRM1 PAM – potentiates human M1 receptor response to acetylcholine; CHO-K1 hM1, Fluo-8 calcium fluorescence, ACh EC20; 0% = ACh EC20, 100% = maximal ACh; activation, % at 3 µM; hit rate 0.088% among 360,000; AID 588819; in the data active = activation above about 19%, passing the limit was not always enough
Active calls of the source: *.

Start of the data: the first 2 entries, to show the layout:
CCOC(=O)C1CCCN(CC(=O)Nc2c(C(=O)OC)[nH]c3ccccc23)C1 (stereo not drawn) was read as M4 antag 10, CHRM5 agonist 1, M5 antag 0, CRFBP-R2 agonist -2.1, CHRM4 agonist 6, CHRM5 PAM -5, CHRM4 PAM 9, CHRM1 antagonist -2 and CHRM1 PAM 7.
For Cc1cccc(N2CCN(C(=O)CCS(=O)(=O)c3ccc(Br)cc3)CC2C)c1 (stereo not drawn) the results were M4 antag -4, CHRM5 agonist 4, M5 antag 11, CRFBP-R2 agonist -2.3, CHRM4 agonist 6, CHRM5 PAM -12, CHRM4 PAM -4, CHRM1 antagonist -10 and CHRM1 PAM 2.

The whole of this part (from the top)
CCOC(=O)C1CCCN(CC(=O)Nc2c(C(=O)OC)[nH]c3ccccc23)C1 (stereo not drawn) was read as M4 antag 10, CHRM5 agonist 1, M5 antag 0, CRFBP-R2 agonist -2.1, CHRM4 agonist 6, CHRM5 PAM -5, CHRM4 PAM 9, CHRM1 antagonist -2 and CHRM1 PAM 7.
For Cc1cccc(N2CCN(C(=O)CCS(=O)(=O)c3ccc(Br)cc3)CC2C)c1 (stereo not drawn) the results were M4 antag -4, CHRM5 agonist 4, M5 antag 11, CRFBP-R2 agonist -2.3, CHRM4 agonist 6, CHRM5 PAM -12, CHRM4 PAM -4, CHRM1 antagonist -10 and CHRM1 PAM 2.
For COc1ccc(Cl)c(OC)c1C(=O)NC(=O)Nc1nc(C)nc(C)n1 the results were M4 antag 9, CHRM5 agonist -4, M5 antag 4, CRFBP-R2 agonist -1.4, CHRM4 agonist 0, CHRM5 PAM -3, CHRM4 PAM -4, CHRM1 antagonist 8 and CHRM1 PAM -2.
For COc1ccc([N+](=O)[O-])cc1N(CC(=O)N1CCN(Cc2ccccc2)CC1)S(C)(=O)=O the results were M4 antag -13, CHRM5 agonist 2, M5 antag -9, CRFBP-R2 agonist -1.0, CHRM4 agonist 1, CHRM5 PAM 7, CHRM4 PAM 0, CHRM1 antagonist -5 and CHRM1 PAM 17.
For CN=C(Nc1cc(C)nn1CCC#N)c1ccc(F)cc1 the results were M4 antag 8, CHRM5 agonist 0, M5 antag 0, CRFBP-R2 agonist -1.4, CHRM4 agonist 0, CHRM5 PAM 4, CHRM4 PAM -5, CHRM1 antagonist -4 and CHRM1 PAM 1.
Nc1nnnn1/N=C/c1ccccc1OCc1ccccc1 was read as M4 antag 11, CHRM5 agonist -5, M5 antag -2, CRFBP-R2 agonist -1.1, CHRM4 agonist -1, CHRM5 PAM -5, CHRM4 PAM 2, CHRM1 antagonist -3 and CHRM1 PAM 4.
COc1ccc(N2CCN(c3oc(COc4ccccc4Cl)nc3C#N)CC2)cc1 was read as M4 antag 15, CHRM5 agonist -3, M5 antag 10, CRFBP-R2 agonist 0.5, CHRM4 agonist -1, CHRM5 PAM -6, CHRM4 PAM -11, CHRM1 antagonist 2 and CHRM1 PAM -4.
Screening O=C(CN1C(=O)NC(c2ccccc2)(c2ccccc2)C1=O)N1CCCCC1 returned M4 antag 5, CHRM5 agonist 5, M5 antag 4, CRFBP-R2 agonist 1.4, CHRM4 agonist 3, CHRM5 PAM -1, CHRM4 PAM 3, CHRM1 antagonist -11 and CHRM1 PAM 6.
Screening COc1ccc2cc(C3CC(c4cccs4)=NN3C(C)=O)c(Cl)nc2c1 (stereo not drawn) returned M4 antag 5, CHRM5 agonist -2, M5 antag 3, CRFBP-R2 agonist -0.1, CHRM4 agonist 1, CHRM5 PAM 6, CHRM4 PAM 8, CHRM1 antagonist -17 and CHRM1 PAM 17.
Screening S=C(c1ccc(N2CCOCC2)cc1)N1CCOCC1 returned M4 antag 8, CHRM5 agonist 3, M5 antag -1, CRFBP-R2 agonist -2.4, CHRM4 agonist 1, CHRM5 PAM -3, CHRM4 PAM 5, CHRM1 antagonist -10 and CHRM1 PAM 7.
`O=C(CSc1ccc2nnc(-c3ccncc3)n2n1)NCC1CCCO1` (stereo not drawn) gave M4 antag -17, CHRM5 agonist 1, M5 antag 1, CRFBP-R2 agonist 1.2, CHRM4 agonist 0, CHRM5 PAM -8, CHRM4 PAM 9, CHRM1 antagonist 5 and CHRM1 PAM -6.
Screening C#CCOCCOCCOCCNc1nc(N2CCN(C(=O)CCCCCCCCCCNC(=O)Cn3cc(C[C@@H](C)O)nn3)CC2)nc(N2CCN(C(=O)CCCCCCCCCCNC(=O)[C@@H]([C@H](C)CC)n3cc(CCCCCN)nn3)CC2)n1 returned M4 antag -4, CHRM5 agonist -6, M5 antag 11, CRFBP-R2 agonist 32, CHRM4 agonist 1, CHRM5 PAM -6, CHRM4 PAM -6, CHRM1 antagonist -5 and CHRM1 PAM -1.
Screening N#Cc1cc2[nH]c3ccccc3c2[n+](-c2ccc([N+](=O)[O-])cc2)c1N returned M4 antag 5, CHRM5 agonist 1, M5 antag 11, CRFBP-R2 agonist -1.3, CHRM4 agonist 1, CHRM5 PAM 2, CHRM4 PAM -1, CHRM1 antagonist -1 and CHRM1 PAM 2.
`Cc1ccc(C)c(NC(=O)Cc2nc(CCl)cs2)c1` gave M4 antag -5, CHRM5 agonist -2, M5 antag -4, CRFBP-R2 agonist -2.3, CHRM4 agonist 1, CHRM5 PAM -1, CHRM4 PAM -9, CHRM1 antagonist -6 and CHRM1 PAM 7.
`OCC1(CCc2ccccc2)CCN(Cc2ccc3nsnc3c2)CC1` gave M4 antag 8, CHRM5 agonist -7, M5 antag 5, CRFBP-R2 agonist -2.3, CHRM4 agonist 2, CHRM5 PAM 1, CHRM4 PAM -11, CHRM1 antagonist -5 and CHRM1 PAM -2.
Cc1csc(NC(=O)CCC(=O)N(CC(=O)NC2CCCC2)c2ccccc2)n1 was read as M4 antag 0, CHRM5 agonist 0, M5 antag 16, CRFBP-R2 agonist 1.2, CHRM4 agonist 2, CHRM5 PAM -6, CHRM4 PAM 1, CHRM1 antagonist 6 and CHRM1 PAM 8.
For Cc1ccc(NC(=O)CNC(=O)Cn2cnc3sc(C)c(C)c3c2=O)cc1F the results were M4 antag -4, CHRM5 agonist 0, M5 antag 0, CRFBP-R2 agonist -0.8, CHRM4 agonist 0, CHRM5 PAM 0, CHRM4 PAM 3, CHRM1 antagonist -10 and CHRM1 PAM 22.
O=C(NCC1CCCO1)c1cccc(S(=O)(=O)Nc2ccc(SC(F)F)cc2)c1 (stereo not drawn) was read as M4 antag -5, CHRM5 agonist 4, M5 antag 6, CRFBP-R2 agonist 6.8, CHRM4 agonist 4, CHRM5 PAM 1, CHRM4 PAM -1, CHRM1 antagonist 0 and CHRM1 PAM -2.
Screening Cc1ccc2nc(SCC(=O)N/N=C/c3ccco3)cc(C)c2c1 returned M4 antag -4, CHRM5 agonist -1, M5 antag -5, CRFBP-R2 agonist 0.2, CHRM4 agonist -1, CHRM5 PAM 10, CHRM4 PAM 1, CHRM1 antagonist -1 and CHRM1 PAM 3.
Screening C=CCNc1nc(NC(C)(C)CO)nc(OCC)n1 returned M4 antag 1, CHRM5 agonist -2, M5 antag 1, CRFBP-R2 agonist 0.1, CHRM4 agonist 1, CHRM5 PAM 2, CHRM4 PAM 5, CHRM1 antagonist -6 and CHRM1 PAM 10.
Screening COc1cc(CC(=O)OCC(=O)NCc2cccs2)cc(OC)c1OC returned M4 antag 3, CHRM5 agonist 2, M5 antag 6, CRFBP-R2 agonist -1.5, CHRM4 agonist 1, CHRM5 PAM -3, CHRM4 PAM 8, CHRM1 antagonist -9 and CHRM1 PAM 11.
`CCS(=O)(=O)c1nc(S(=O)(=O)c2ccc(Cl)cc2)c(NCc2ccccn2)s1` gave M4 antag -1, CHRM5 agonist 1, M5 antag 10, CRFBP-R2 agonist 0.1, CHRM4 agonist 0, CHRM5 PAM -2, CHRM4 PAM -5, CHRM1 antagonist -6 and CHRM1 PAM 4.
Cc1cc(C(=O)Nc2cccc(S(=O)(=O)N3CCOCC3)c2)c2ccccc2n1 was read as M4 antag -6, CHRM5 agonist 5, M5 antag 7, CRFBP-R2 agonist -0.4, CHRM4 agonist 7, CHRM5 PAM -1, CHRM4 PAM 2, CHRM1 antagonist 3 and CHRM1 PAM -2.
For Cc1ccc(CN2CCN(Cc3cn(C)nc3C)CC2CCO)o1 (stereo not drawn) the results were M4 antag -2, CHRM5 agonist -4, M5 antag 0, CRFBP-R2 agonist -1.6, CHRM4 agonist 0, CHRM5 PAM -1, CHRM4 PAM 1, CHRM1 antagonist -1 and CHRM1 PAM 1.
For N#CC(C(=O)CCN1C(=O)C2CC=CCC2C1=O)c1nc2ccccc2[nH]1 (stereo not drawn) the results were M4 antag -6, CHRM5 agonist 0, M5 antag -3, CRFBP-R2 agonist -1.0, CHRM4 agonist 1, CHRM5 PAM -1, CHRM4 PAM 5, CHRM1 antagonist -23 and CHRM1 PAM 4.
`COC(=O)c1ccc(S(=O)(=O)N2CCC(c3nc4ccccc4o3)CC2)cc1` gave M4 antag 5, CHRM5 agonist 3, M5 antag 1, CRFBP-R2 agonist 0.6, CHRM4 agonist 1, CHRM5 PAM -7, CHRM4 PAM -2, CHRM1 antagonist -1 and CHRM1 PAM 3.
O=C(CN1CCCC(O)C1)N1c2ccccc2Sc2ccc(C(F)(F)F)cc21 (stereo not drawn) was read as M4 antag 65*, CHRM5 agonist -11, M5 antag 41*, CRFBP-R2 agonist 0.5, CHRM4 agonist 1, CHRM5 PAM -16, CHRM4 PAM -20, CHRM1 antagonist 99* and CHRM1 PAM -20.
COc1cccc(C(=O)N(Cc2nc(-c3ccc(C)cc3)no2)C(C)C)c1 was read as M4 antag 6, CHRM5 agonist -3, M5 antag 1, CRFBP-R2 agonist -3.2, CHRM4 agonist 2, CHRM5 PAM 0, CHRM4 PAM -2, CHRM1 antagonist -10 and CHRM1 PAM 2.
COc1ccc(-c2nnn(CC(=O)NCCc3ccc(OC)c(OC)c3)n2)cc1 was read as M4 antag -12, CHRM5 agonist -6, M5 antag 18, CRFBP-R2 agonist -0.7, CHRM4 agonist 7, CHRM5 PAM -15, CHRM4 PAM 14, CHRM1 antagonist 2 and CHRM1 PAM 4.
For CN1CCN(C(=S)c2ccc(-c3cc(Cl)ccc3Cl)o2)CC1 the results were M4 antag -2, CHRM5 agonist -1, M5 antag 6, CRFBP-R2 agonist -0.8, CHRM4 agonist -1, CHRM5 PAM -3, CHRM4 PAM -11, CHRM1 antagonist -7 and CHRM1 PAM 2.
`CCOC(=O)N1CCN(C(=O)CN(C)S(=O)(=O)c2ccc3c(c2)c(=O)n(C)c(=O)n3C)CC1` gave M4 antag -4, CHRM5 agonist -4, M5 antag 1, CRFBP-R2 agonist 0.1, CHRM4 agonist 2, CHRM5 PAM 3, CHRM4 PAM 2, CHRM1 antagonist -4 and CHRM1 PAM 4.
For Cc1cccc2nc(CSc3nc4cc([N+](=O)[O-])ccc4s3)cn12 the results were M4 antag -1, CHRM5 agonist -6, M5 antag 0, CRFBP-R2 agonist -0.7, CHRM4 agonist 6, CHRM5 PAM -10, CHRM4 PAM -1, CHRM1 antagonist -15 and CHRM1 PAM -1.

Bioassay records: PubChem BioAssay, several laboratories

Random draw from the library; 2.8% or so of the library scored in one or more.
